# Bioassay records: PubChem, National Center for Advancing Translational Sciences (NCATS)
# Nrf2 activator: Nrf2 pathway activation; 0.31% of 410,000 active; Potency, µM (doses to about 46.1 µM), for the others: top-dose activation, most hits filed as activators; AREc32 ARE-luciferase reporter (MCF7-derived line), luminescence, 24 h; note: % of control where 0% means no effect; nearly all actives have a fitted effect of over 65% in size
#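 For detection, Steady-Glo was added and plates sat 30 min at RT; before that, AREc32_Fluc cells grown overnight in OPTI-MEM/5% FBS had been treated with 23 nL compound for 24 hr at 37 deg C.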
# EPAC2 antagonist: EPAC2 (human) antagonism | 0.18% of 360,000 active | Potency, µM (titrated, usually from 114 µM), for the others: at the highest dose activity, negative = inhibition, actives largely listed as inhibitors | AID 720708 | Q8WZA2 | EPAC2 GEF exchange of Rap1B-BODIPY-GDP, fluorescence; note: % is set by controls: 0 for no effect and ±100 for the full control effect; nearly all actives have a fitted effect of over 45% in size; many of its hits are not listed in these tables
# Target sequence (Q8WZA2 whole entry, looked up): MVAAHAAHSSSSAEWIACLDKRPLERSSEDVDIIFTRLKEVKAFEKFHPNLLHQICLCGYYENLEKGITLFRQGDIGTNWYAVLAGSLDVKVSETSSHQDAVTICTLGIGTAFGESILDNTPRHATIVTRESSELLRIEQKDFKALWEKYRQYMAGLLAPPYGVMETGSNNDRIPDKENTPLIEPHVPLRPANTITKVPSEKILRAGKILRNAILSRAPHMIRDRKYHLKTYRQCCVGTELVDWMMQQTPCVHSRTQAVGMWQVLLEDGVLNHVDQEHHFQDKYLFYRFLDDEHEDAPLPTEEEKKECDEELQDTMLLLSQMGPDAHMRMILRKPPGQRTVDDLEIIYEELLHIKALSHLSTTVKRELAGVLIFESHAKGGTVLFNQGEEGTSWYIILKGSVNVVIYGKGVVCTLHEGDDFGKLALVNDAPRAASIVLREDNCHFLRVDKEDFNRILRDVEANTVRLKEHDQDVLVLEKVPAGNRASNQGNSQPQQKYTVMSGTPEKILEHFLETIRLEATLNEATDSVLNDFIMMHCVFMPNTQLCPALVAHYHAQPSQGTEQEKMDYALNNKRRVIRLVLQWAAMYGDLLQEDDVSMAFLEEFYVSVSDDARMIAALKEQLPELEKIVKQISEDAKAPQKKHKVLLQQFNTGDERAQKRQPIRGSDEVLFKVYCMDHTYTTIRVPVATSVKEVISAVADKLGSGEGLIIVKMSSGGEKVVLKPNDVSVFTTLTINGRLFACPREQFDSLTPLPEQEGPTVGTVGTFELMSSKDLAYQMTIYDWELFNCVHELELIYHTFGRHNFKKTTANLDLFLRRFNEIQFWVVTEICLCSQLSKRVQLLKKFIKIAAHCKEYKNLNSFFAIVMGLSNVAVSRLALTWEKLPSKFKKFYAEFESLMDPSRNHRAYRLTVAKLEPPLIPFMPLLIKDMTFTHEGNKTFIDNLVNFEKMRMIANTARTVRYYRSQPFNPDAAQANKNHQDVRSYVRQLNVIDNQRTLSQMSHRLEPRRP
# A549 viability: kills or reduces viability of A549 cells in Nrf2 counter-screen | A549 ARE-Fluc cells, CellTiter-Fluor viability, 18-24 h | Potency, µM (doses to about 46 µM), inactives show top-dose activity change, negative = cytotoxicity, actives largely listed as inhibitors | 0.16% of 390,000 active | AID 504648; note: % is set by controls: 0 for no effect and ±100 for the full control effect
#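 A549 ARE-Fluc cells in 5% FBS OPTI-MEM, 5000 cells/well, rested 2 h then exposed to compounds in concentration-response for 18-24 h at 37 °C. Viability by CellTiter-Fluor fluorescence (Ex 405/Em 525) after 30 min; luciferase luminescence (BugLite, 15 min, RT) read afterwards.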
# ATXN2 expr inh: inhibitors of ATXN2 expression; HEK-293 ATXN2-luciferase reporter, luminescence, 24 h; Potency, µM (doses to about 57 µM), for inactives: top-dose activity change, negative = inhibition, actives largely listed as inhibitors; 0.72% of 360,000 active; note: % is set by controls: 0 for no effect and ±100 for the full control effect; nearly all actives have a fitted effect of over 55% in size
#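 qHTS (up to 57 uM final) was run with 24 h compound exposure of reporter cells at 37 °C. Each well was multiplexed: SteadyGlo luminescence measured ATXN2-luciferase expression after a fluorogenic Gly-Phe-AFC viability readout (25 uM final).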
# TGFb inhibitor: TGF-b pathway inhibition | HepG2 CAGA-GFP TGF-b/SMAD3 reporter, GFP fluorescence, 18 h; TGF-beta stimulated, 500 pg/mL final | Potency, µM (titrated, usually from 46.1 µM), for the others: top-dose activity, negative = inhibition, hits mostly inhibitors | 1.2% of 410,000 active; note: % is set by controls: 0 for no effect and ±100 for the full control effect; nearly all actives have a fitted effect of over 65% in size
#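 Inhibition of TGF-beta-driven CAGA-GFP reporter expression in HEPG2 cells is measured by cellular GFP fluorescence after 18 h stimulation with 500 pg/mL recombinant TGF-beta in 1% FBS medium at 37 degrees C.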
# S2 tox: reduces viability in counter-screen for ATXN expression inhibitors; S2 cells (HEK-293 line with an ATXN2-luciferase reporter) viability, CellTiter-Fluor protease fluorescence, 24 h; Potency, µM (titrated, usually from 56.7 µM), most hits filed as cytotoxic; 0.49% of 400,000 active; AID 651635; note: nearly all actives have a fitted effect of over 40% in size
# Nrf2 inh: inhibitors of Nrf2 signaling; A549 ARE-Fluc reporter, luciferase luminescence, 18-24 h; 2.1% of 360,000 active; Potency, µM (doses to about 46 µM), for the others: at the top dose activity change, negative = inhibition, actives largely listed as inhibitors; AID 504444; note: % is set by controls: 0 for no effect and ±100 for the full control effect; nearly all actives have a fitted effect of over 60% in size
#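 Quantitative HTS in A549 cells stably bearing an antioxidant response element-firefly luciferase construct. Inhibition of Nrf2-driven transcription was scored by luminescence after 18-24 h of compound exposure at 37 °C.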
# HepG2 tox: HepG2 cytotoxicity, counter-screen for TGF-b inhibitors. AID 588856. HepG2 CAGA-GFP viability, ATP luminescence, 18 h. 0.76% of 410,000 active. Potency, µM (highest dose often 46.1 µM), for inactives: at the top dose activity change, negative = cytotoxicity, usual class: cytotoxic; note: some results filed as inactive show a strong effect at the top dose
#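 CellTiter-Glo luminescence gave cytotoxicity after 18 hours at 37 degrees C. The cells were HepG2 CAGA-GFP in 1% FBS DMEM, stimulated with 500 pg/mL TGF-beta after compound addition. %Activity was normalised to no-cell wells (complete cell-killing) and DMSO (no toxicity), and curves were fitted and classified.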
# MCF10A rerep: induces DNA re-replication in MCF 10a normal breast cells | MCF 10A DNA re-replication, Hoechst nuclear intensity, 48 h | Potency, µM (highest dose often 46.1 µM), without a hit: at the highest dose activity, positive = re-replication, actives largely listed as activators | 2.9% of 350,000 active | AID 624296; note: % of control where 0% means no effect; nearly all actives have a fitted effect of over 50% in size
# * = called active by the depositor; i = inactive; ? = inconclusive; · = not tested or not shown; [ ] = another dose, or the depositor's remark. Calls come from the whole dose curve; as a rule, active = well fitted curve in the direction sought with a large enough effect; inconclusive = small, poorly fitted or top-dose-only effect, or another doubt; inactive = no such curve, though single readings can be large; an effect the other way counts as inactive or inconclusive. Potency is the fitted concentration of half-maximal effect. Not all compounds are listed; the hit share may differ from the screen's.
SMILES,Nrf2 activator,EPAC2 antagonist,A549 viability,ATXN2 expr inh,TGFb inhibitor,S2 tox,Nrf2 inh,HepG2 tox,MCF10A rerep
CCC(=O)Nc1nc2c(c(=O)[nH]1)CCCC2,0.5%,3%,0%,33%,0%,i,6%,-7%,21%
Cc1cccc(NC(=O)c2ccc3c(c2)C(=O)N(c2ccccc2C)C3=O)n1,7.3%,-23%,18%,15%,-1%,i,?,1%,1%
CC(C(=O)N1CCOCCOCCOCCOCCOCC1)N1C(=O)c2ccccc2C1=O (centres undefined),0.3%,-28%,11%,-23%,-28%,·,?,-6%,22%
Cc1cc2c(cc1S(=O)(=O)N(C)C1CCCCC1)OCC(=O)N2,-0.7%,6%,-4%,-21%,1%,i,?,2%,1%
COc1cccc(CNC(=O)CCC2CCCN(Cc3cc4ccccc4o3)C2)c1 (centres undefined),5.4%,-2%,-4%,-25%,?,i,-23%,-15%,?
COCCC(=O)N1CCC(Oc2ccc(C(=O)N3CCCCC3CCO)cc2)CC1 (centres undefined),0.5%,8%,-8%,1%,-8%,?,5%,0%,-12%
Cc1ccc(OCC(=O)Oc2ccc(C(C)C)cc2)cc1,3.3%,-2%,1%,-21%,-6%,i,-4%,-3%,1%
CC1CCN(S(=O)(=O)c2ccc3nc(-c4ccccn4)cc(C(=O)NCCN(C)Cc4ccccc4)c3c2)CC1,0.4%,18%,4%,-30%,-7%,i,-8%,-18%,0.73µM*
O=C(CSc1nnc(NC(=O)c2ccccc2F)s1)NCc1ccc(F)cc1,20%,1%,-1%,15%,-17%,i,18%,0%,6%
Cc1ccc(NC(=S)N(CCCN2CCCC2)Cc2cccn2Cc2ccc(Cl)cc2)cc1,1.9%,3%,?,?,3%,·,6%,-2%,29%
COc1ccc(S(=O)(=O)N2CCOC2CNC(=O)C(=O)NCc2cccnc2)cc1OC (centres undefined),-0.4%,16%,7%,·,-6%,i,14%,14%,9%
CC(=O)Nc1cccc(NC(=O)c2ccc(C(=O)Nc3cccc(NC(C)=O)c3)nc2)c1,2.6%,6%,0%,3%,0%,i,-3%,-11%,2%
CCCN1C(C(=O)c2ccccc2)=C(OC(=O)COc2ccc(C)cc2)c2ccccc2S1(=O)=O,-1.9%,·,?,·,?,·,18µM*,-23%,·
CNC(=O)CSc1nnnn1-c1cc(C)ccc1C,0.0%,-4%,0%,-6%,0%,i,-5%,-4%,-1%
O=C(Nc1ccc(Cl)c(Cl)c1)Nc1ccc(Br)cc1F,0.4%[9.22 µM],-10%,?,?,?,?,?,-65%,?
CCCCNc1nc(-c2ccccc2)c(C(=O)OCC)cc1C#N,3.3%,-1%,?,-8%,?,i,·,-2%,?
O=C1NC2(CCCCC2)N=C1c1ccc(F)cc1,-1.1%,8%,-3%,21%,-19%,i,11%,-1%,-8%
COc1ccc(N2CC(C(=O)N3CCN(c4ccccc4)CC3)CC2=O)cc1 (centres undefined),0.6%,3%,2%,2%,1%,i,10%,0%,2%
Cc1[nH]c2c(C)cccc2c1CN1CCC(CO)(Cc2ccccc2)CC1,5.3%,0%,0%,-36%,-9%,i,-10%,-38%,2%
O=C(CN1C2CCCC1CC(NC(=O)C1CCCCC1)C2)NCc1ccc(F)cc1 (centres undefined),1.6%,2%,1%,·,-16%,i,?,0%,-5%

# Some values from the entries so far.
# In Nrf2 inh, `CCC(=O)Nc1nc2c(c(=O)[nH]1)CCCC2` has the entry 6%
# In TGFb inhibitor, `Cc1[nH]c2c(C)cccc2c1CN1CCC(CO)(Cc2ccccc2)CC1` has the entry -9%

# Further records follow:
SMILES,Nrf2 activator,EPAC2 antagonist,A549 viability,ATXN2 expr inh,TGFb inhibitor,S2 tox,Nrf2 inh,HepG2 tox,MCF10A rerep
CN(C)c1cc(N/N=C/c2ccc(Cl)cc2)nc(N(C)C)n1,4.2%,-19%,?,1%,?,i,?,-47%,22%
O=C(NCC1CCCO1)C1CC(=O)N(c2ccc(F)c(Cl)c2)C1 (centres undefined),-0.6%,1%,-2%,0%,-14%,i,6%,-22%,-6%
Cc1nn2c(=O)c(NC(=O)c3ccc(F)cc3)cnc2s1,0.2%,6%,0%,8%,1%,i,1%,9%,-1%
COC(=O)N1CCN(c2ccc(OC)cc2)CC1,-0.7%,13%,-19%,0%,4%,i,12%,1%,-3%
Cc1ccc2ccc3c(c2n1)NS(=O)(=O)c1ccccc1-3,·,·,?,·,?,·,21µM*,29%,·
CCC(CC)c1nc2ccccc2c(=O)[nH]1,-1.3%,17%,-4%,·,12%,i,-2%,2%,18%
COc1ccc(-c2csc(NC(=S)NC(=O)c3ccc4ccccc4c3)n2)cc1OC,-1.2%,4%,-14%,-14%,1%,i,9.2µM*,-6%,?
O=C(Nc1ccccn1)c1cccs1,6.7%,-3%,-2%,31%[activator],-1%,i,?,-62%,1%
COc1ccc(S(=O)(=O)n2ccc(-c3cnc(-c4ccccc4)s3)n2)cc1,2.6%,4%,-5%,15%,4%,i,?,7%,1%
CCOC(=O)N1CCN(C(=O)c2cc(COc3ccc(F)cc3F)on2)CC1,3.5%,-2%,1%,70%[activator],6%,i,27%,-10%,4%
Cc1ccc(S(=O)(=O)c2nnn3c2nc(NCc2ccc4c(c2)OCO4)c2sccc23)cc1C,-1.0%,·,1%,·,7%,·,?,-10%,·
O=C(CN1C2=NCCCN2c2ccccc21)c1ccc(Cl)cc1Cl,8.7%,-1%,-18%,-13%,?,i,4%,-61%,11%
CCCCCCCCCCCCCCCC(=O)Nc1ccn(C2OC(CO)C(O)C2O)c(=O)n1 (centres undefined),-0.1%,21%,-3%,-20%,-15%,i,?,2%,-6%
COc1ccccc1OC(=O)Nc1ccc(Cl)cc1,1.7%,-18%,4%,15%,0%,i,3%,-6%,?
Cc1ccc(C(=O)O)cc1NC(=O)c1ccc2c(c1)C(=O)N(c1ccc([N+](=O)[O-])cc1)C2=O,-0.3%,5%,4%,17%,-3%,?,-2%,-2%,6%
COC(=O)[C@H](Cc1ccccc1)NC(=O)N1CCCCCC1,0.0%,5%,1%,17%,1%,i,?,-2%,-4%
CN(NC(=O)c1ccccc1F)c1nc(C(F)(F)F)nc2ccccc12,0.1%,-13%,-19%,-3%,-21%,?,23%,-1%,?
COc1ccc(C(=O)O)cc1N1C(=O)Nc2ccccc2N1O,0.5%,23%,0%,·,-4%,i,-16%,-10%,2%
Cc1ccc(NC(=O)c2nc[nH]c2C(=O)Nc2ccccc2F)cc1,3.6%,-6%,·,2%,0%,i,·,-2%,·
Cc1cccc(CN2CCC(Oc3ccc(C(=O)N4CCCC4)cc3)CC2)n1,-1.4%,-1%,?,1%,?,?,-6%,-21%,-1%
CCOC(=O)N1CCC(N2CCN(S(=O)(=O)c3ccc4ccccc4c3)CC2)CC1,2.5%,-12%,3%,-10%,?,i,?,-29%,0%
COc1ccc(N2CCN(S(=O)(=O)CCNC(=O)Cc3ccc([N+](=O)[O-])cc3)CC2)cc1,-0.5%,-1%,-2%,1%,10%,i,-20%,5%,3%
COc1ccc(S(=O)(=O)NC2CCCC2)cc1Br,-0.4%,-13%,11%,-5%,-5%,i,-6%,-5%,3%
O=C(CN(Cc1ccco1)C(=O)CNS(=O)(=O)c1ccc(F)cc1)NCc1ccco1,0.2%,0%,8%,-7%,1%,i,0%,6%,-3%
CCN(c1ccccc1)S(=O)(=O)c1cccc(C(=O)O)c1,-0.1%,-7%,-18%,6%,1%,i,-2%,-12%,17%
COc1ccccc1N1CCN(CCCCOc2ccc(F)cc2)CC1,-0.5%,16%,-16%,35%,?,i,-16%,-42%,17%
COc1cc(C(=O)OCc2csc(CC(=O)Nc3ccccc3C)n2)ccc1OCC(C)C,3.4%,-2%,-4%,-6%,0%,i,5%,4%,3%
O=C(NCCC1=CCCCC1)C(=O)NCc1ccncc1,3.2%[9.22 µM],0%,2%,2%,-1%,i,8%,0%,?
COc1cccc(NC(=O)c2nn(-c3ccc(OC)cc3OC)c(=O)c3ccccc23)c1,0.2%,-3%[57.1 µM],-3%,·,-7%,i,?,10%,5%
COC(=O)c1ccccc1NC(=O)c1ccc2c(c1)CCN2S(=O)(=O)c1ccc(C)cc1,0.8%,·,10%,6%,-3%,i,6%,7%,·
Cc1cc(C(=O)NC2CCCN(Cc3ccc(Cl)cc3)C2)c(C)o1 (centres undefined),-0.8%,-3%,-2%,-8%,2%,i,2%,-21%,?
Oc1ccc(C[C@H]2CN([C@@H](Cc3ccccc3)CN3CCCC3CN3C(=S)NC[C@@H]3Cc3ccccc3)C(=S)N2CCc2ccccc2)cc1 (some centres undefined),-0.1%,11%,·,3%,·,?,·,·,·

# Part of the list above, with tabs:
SMILES	Nrf2 activator	EPAC2 antagonist	A549 viability	ATXN2 expr inh	TGFb inhibitor	S2 tox	Nrf2 inh	HepG2 tox	MCF10A rerep
O=C(CN1C2=NCCCN2c2ccccc21)c1ccc(Cl)cc1Cl	8.7%	-1%	-18%	-13%	?	i	4%	-61%	11%
CCCCCCCCCCCCCCCC(=O)Nc1ccn(C2OC(CO)C(O)C2O)c(=O)n1 (centres undefined)	-0.1%	21%	-3%	-20%	-15%	i	?	2%	-6%
COc1ccccc1OC(=O)Nc1ccc(Cl)cc1	1.7%	-18%	4%	15%	0%	i	3%	-6%	?
Cc1ccc(C(=O)O)cc1NC(=O)c1ccc2c(c1)C(=O)N(c1ccc([N+](=O)[O-])cc1)C2=O	-0.3%	5%	4%	17%	-3%	?	-2%	-2%	6%
COC(=O)[C@H](Cc1ccccc1)NC(=O)N1CCCCCC1	0.0%	5%	1%	17%	1%	i	?	-2%	-4%
CN(NC(=O)c1ccccc1F)c1nc(C(F)(F)F)nc2ccccc12	0.1%	-13%	-19%	-3%	-21%	?	23%	-1%	?
